Hck Nef HTS = blocks Nef-activated human Hck kinase; Recombinant Hck-YEEI plus Nef, Z-Lyte FRET kinase assay; P08631; inhibition, % at 20 µM; 220,000 tested, 0.68% active;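 active = Hck-Nef kinase inhibition above about 50%, limit read from the data; inactive = inhibition below that limit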;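 also: 0% = DMSO with Hck plus Nef and 100% = Hck alone without Nef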
Rad51 HR inh = blocks human Rad51 in homologous recombination; hRad51 DNA strand exchange, fluorescence dequenching; inhibition, % at 10 µM; 200,000 tested, 0.085% active;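 active = inhibition above 40% at the single screening dose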;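 also: 0% = DMSO control wells and 100% = blanks with heterologous ssDNA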
Target sequence (Q06609 whole entry, looked up): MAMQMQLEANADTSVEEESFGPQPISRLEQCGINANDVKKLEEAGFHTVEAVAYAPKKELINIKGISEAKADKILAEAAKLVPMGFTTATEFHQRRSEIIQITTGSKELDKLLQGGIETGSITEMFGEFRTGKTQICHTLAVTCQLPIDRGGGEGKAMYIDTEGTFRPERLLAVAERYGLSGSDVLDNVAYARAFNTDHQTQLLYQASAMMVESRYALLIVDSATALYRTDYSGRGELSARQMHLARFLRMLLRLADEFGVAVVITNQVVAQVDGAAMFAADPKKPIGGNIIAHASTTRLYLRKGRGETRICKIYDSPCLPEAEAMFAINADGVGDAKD
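material = hRad51 filaments on single-stranded DNA | reagent = Donor/quencher-labelled 47-bp dsDNA substrate | compound = 10 µM final, single point | schedule = strand-exchange reaction 15 min at room temperature | measured by = fluorescein emission 520 nm, excitation 485 nm | read-out basis = % inhibition versus plate control and blank means | benchmarks = plate controls and plate blanks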
TNF death inh = inhibitors of TNF-alpha induced necroptosis in Jurkat FADD-/- cells. Jurkat FADD-/- TNF necroptosis rescue, ATP luminescence, 24 h; 0 = TNF only, 100 = no-TNF cells. activation (protection from cell death), % at 10 µM. 220,000 tested, 0.068% active;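 active = activation, meaning protection from cell death, of at least 50% relative to plate controls; inactive = activation below 50%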;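 also: necroptosis triggered by 40 ng/mL TNF-alpha added together with compound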
Cl transport mod = modulates chloride dependent transport by human KCC2; Q9H2X9; KCC2 cells, thallium flux FluoZin-2 fluorescence; B-score of Tl+ flux slope (higher = more flux/activation; lower = inhibition) at 10 µM; 190,000 tested, 2.2% active;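 active = thallium flux slope and its plate-corrected score both differing from the plate sample mean at a set confidence after two filtering rounds, in either direction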;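 also: slope of fluorescence scaled to starting intensity during 10 to 20 s after thallium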
KLK5 inh = inhibitors of human kallikrein 5; inhibition, % at 5 µM; recombinant hK5, fluorogenic AMC substrate cleavage; 210,000 tested, 0.59% active; Q9Y337;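 active = inhibition of 40% or more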;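 also: 0% = enzyme controls without compound and 100% = no-enzyme blanks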
thrombin 1536 = inhibitors of human thrombin; 220,000 tested, 0.26% active; P00734; inhibition, % at 5 µM; AID 1046; alpha-thrombin, Boc-VPR-AMC fluorogenic substrate cleavage;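 active = inhibition at or above 40%; inactive = inhibition below 40%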;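 also: 0% = enzyme with no compound and 100% = wells without enzyme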
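System: human alpha-thrombin protein; Compound dosing: one concentration per compound, 5 µM, with 0.2% DMSO; Timing: reaction at room temperature; Technique: AMC fluorescence, 355/460 nm; Controls: enzyme without compound as high, wells lacking enzyme as low.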
FXIa inh = blocks human coagulation factor XIa protease activity. purified FXIa, Boc-Glu-Ala-Arg-AMC fluorogenic substrate. inhibition, % at 5 µM. 220,000 tested, 0.14% active. AID 798;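 active = inhibition of at least 40%; inactive = inhibition below 40%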;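 also: fluorescence of freed AMC excited at 355 nm; 0% = enzyme without compound and 100% = no enzyme blank; many of its hits are not listed in these tables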
Target sequence (P03951 19-387 limits assumed): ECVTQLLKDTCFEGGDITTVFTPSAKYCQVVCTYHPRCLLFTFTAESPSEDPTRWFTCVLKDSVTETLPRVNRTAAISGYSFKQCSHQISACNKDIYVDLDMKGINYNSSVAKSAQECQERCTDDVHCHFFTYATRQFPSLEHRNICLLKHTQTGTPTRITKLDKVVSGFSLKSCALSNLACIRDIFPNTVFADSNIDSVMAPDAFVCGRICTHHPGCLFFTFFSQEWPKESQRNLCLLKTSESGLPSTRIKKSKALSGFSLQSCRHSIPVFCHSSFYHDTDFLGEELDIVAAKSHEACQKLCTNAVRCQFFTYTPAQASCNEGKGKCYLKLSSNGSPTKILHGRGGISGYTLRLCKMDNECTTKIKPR
Target sequence (P03951 388-625 limits assumed): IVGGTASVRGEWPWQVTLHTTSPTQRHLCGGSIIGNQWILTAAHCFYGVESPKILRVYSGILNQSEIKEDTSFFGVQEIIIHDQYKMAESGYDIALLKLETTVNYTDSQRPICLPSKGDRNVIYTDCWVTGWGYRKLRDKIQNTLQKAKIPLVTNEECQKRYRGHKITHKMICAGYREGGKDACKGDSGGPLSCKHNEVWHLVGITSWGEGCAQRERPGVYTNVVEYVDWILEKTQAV
FXIIa inh 1536 = blocks human coagulation factor XIIa protease activity; purified FXIIa, Boc-QGR-AMC fluorogenic substrate, 2 h; P00748; 220,000 tested, 0.3% active; inhibition, % at 5 µM; in the data active = inhibition above about 40%;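 also: 0% = enzyme with no compound and 100% = blank without enzyme; many of its hits are not listed in these tables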
L929 necroptosis = L929 zVAD cell death inhibition | 220,000 tested, 0.38% active | L929 zVAD necroptosis rescue, ATP luminescence, 24 h; with zVAD 60 µM | AID 1377 | viability rescue, % at 10 µM;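 active = activation, scaled between plate controls, above about 75%, limit read from the data; inactive = activation under that limit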;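 also: 0% = zVAD with DMSO and 100% = DMSO alone without zVAD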
An asterisk follows results filed as active.

`Cc1ccc(C)c(N=Nc2ccc(O)c3ncccc23)c1` gave Hck Nef HTS 25, Rad51 HR inh 5, TNF death inh -13, Cl transport mod 13*, KLK5 inh -10, thrombin 1536 -1, FXIa inh -1, FXIIa inh 1536 5 and L929 necroptosis 49.
`CC(=O)NCCc1nc2ccccc2n1CCOc1cccc(C)c1` gave Hck Nef HTS 27, Rad51 HR inh 7, TNF death inh 2.9, Cl transport mod 0.39, KLK5 inh 1, thrombin 1536 -3, FXIa inh -1, FXIIa inh 1536 3 and L929 necroptosis 0.6.
C=CCOc1ccc2nnc(C)n2n1 was read as Hck Nef HTS 1, TNF death inh 0.9, Cl transport mod -0.39, KLK5 inh -1, thrombin 1536 -2, FXIa inh 9, FXIIa inh 1536 13 and L929 necroptosis 0.6.
Cc1ccc(C(=O)CSc2nccn2-c2ccccc2)cc1 was read as Hck Nef HTS 0, Rad51 HR inh 2, TNF death inh -1.1, Cl transport mod -2.5, KLK5 inh -22, thrombin 1536 5, FXIa inh 2, FXIIa inh 1536 17 and L929 necroptosis -0.2.
Screening Cc1ccc2c(CN3CCN(CCO)CC3)cc(=O)oc2c1C returned Hck Nef HTS 0, Rad51 HR inh 3, TNF death inh 0.0, Cl transport mod 0.077, KLK5 inh -12, thrombin 1536 -3, FXIa inh 4, FXIIa inh 1536 8 and L929 necroptosis -0.4.
For CC(C)Cn1c(CN2CCN(C(=O)c3ccco3)CC2)nc2c1c(=O)n(C)c(=O)n2C the results were Hck Nef HTS 12, Rad51 HR inh 3, TNF death inh 1.1, Cl transport mod 0.39, KLK5 inh -6, FXIa inh -2, FXIIa inh 1536 3 and L929 necroptosis 1.3.
Cc1c(C(=O)N2CCOCC2)cc(C(C)(C)C)n1-c1ccccc1 was read as Hck Nef HTS 2, Rad51 HR inh -16, TNF death inh -6.2, Cl transport mod -1.5, KLK5 inh 3, thrombin 1536 -3, FXIa inh -8, FXIIa inh 1536 7 and L929 necroptosis -0.7.
O=C(OCC1COc2ccccc2O1)c1ccccc1F (stereo not drawn) was read as Hck Nef HTS 2, Rad51 HR inh -2, TNF death inh 0.3, Cl transport mod -1.2, KLK5 inh -9, thrombin 1536 -3, FXIa inh -8, FXIIa inh 1536 -4 and L929 necroptosis -0.4.
Screening Cc1ccc2nc(-c3ccc(NC(=S)NC(=O)CC(C)C)cc3)sc2c1 returned Hck Nef HTS -12, Rad51 HR inh 0, TNF death inh 0.6, Cl transport mod 0.072, KLK5 inh -20, thrombin 1536 4, FXIa inh -5, FXIIa inh 1536 10 and L929 necroptosis -0.1.
For COc1ccc(/C=N/NC(=O)c2cc(-c3ccccc3OC(C)C)nc3ccccc23)cc1CN1CCOCC1 the results were Hck Nef HTS 1, Rad51 HR inh 6, TNF death inh 2.2, Cl transport mod -1.1, KLK5 inh -20, thrombin 1536 0, FXIa inh 10, FXIIa inh 1536 13 and L929 necroptosis 0.9.
Screening COc1cc(NC(=S)NC(=O)c2ccc(C)cc2C)ccc1NC(=O)c1cccs1 returned Hck Nef HTS 0, Rad51 HR inh -14, TNF death inh -6.4, KLK5 inh -8, thrombin 1536 -2, FXIa inh 2, FXIIa inh 1536 17 and L929 necroptosis -0.2.
COc1ccc(CCNc2oc(COc3ccccc3Cl)nc2C#N)cc1OC was read as Hck Nef HTS 20, Rad51 HR inh -6, TNF death inh -7.4, Cl transport mod -2.9, KLK5 inh 3, thrombin 1536 -1, FXIa inh 1, FXIIa inh 1536 10 and L929 necroptosis -0.1.
For O=c1[nH]c(-c2cccnc2)nc2ccccc12 the results were Hck Nef HTS -8, Rad51 HR inh 2, TNF death inh 0.1, Cl transport mod -0.031, KLK5 inh -1, thrombin 1536 0, FXIa inh 1, FXIIa inh 1536 13 and L929 necroptosis 1.0.
For Cc1ccc(NC(=O)CCN2C(=O)c3ccncc3C2=O)cc1 the results were Hck Nef HTS 1, Rad51 HR inh -2, TNF death inh 1.0, Cl transport mod 0.65, KLK5 inh 39, thrombin 1536 -4, FXIa inh -7, FXIIa inh 1536 -4 and L929 necroptosis 0.1.
For CC1=C(C(=O)Nc2ccccc2)C(c2ccc(Cl)cc2)n2c(s/c(=C/c3cccc(OCC(=O)O)c3)c2=O)=N1 (stereo not drawn) the results were Hck Nef HTS 8, Rad51 HR inh 3, TNF death inh 0.6, Cl transport mod -0.25, KLK5 inh -6, thrombin 1536 -5, FXIa inh -2, FXIIa inh 1536 3 and L929 necroptosis 4.9.
Cc1ccc(C(=O)NC(=S)Nc2nc(-c3cccc([N+](=O)[O-])c3)cs2)c(Cl)c1 was read as Hck Nef HTS 28, Rad51 HR inh 1, TNF death inh -1.7, Cl transport mod 3, KLK5 inh 2, thrombin 1536 5, FXIa inh 2, FXIIa inh 1536 7 and L929 necroptosis -0.2.
For Cc1ccccc1-n1c(=O)c2ccccc2n2nnnc12 the results were Hck Nef HTS 9, Rad51 HR inh 0, TNF death inh -2.3, Cl transport mod 0.032, KLK5 inh 2, thrombin 1536 -5, FXIa inh -4, FXIIa inh 1536 2 and L929 necroptosis 0.5.
Screening N#CC1=C(SCC(N)=O)NC2=C(C(=O)c3ccccc32)C1c1ccc(Cl)cc1 (stereo not drawn) returned Hck Nef HTS 3, Rad51 HR inh -5, TNF death inh -17, Cl transport mod -0.5, KLK5 inh -4, thrombin 1536 -3, FXIa inh 7, FXIIa inh 1536 8 and L929 necroptosis 9.7.
Screening Cc1noc(C)c1COc1cccc(C(=O)Nc2ccc3c(c2)OCO3)c1 returned Hck Nef HTS -3, Rad51 HR inh 8, TNF death inh -5.5, Cl transport mod -1.9, KLK5 inh -25, thrombin 1536 -5, FXIa inh -8, FXIIa inh 1536 -4 and L929 necroptosis 11.
COC(=O)c1nn(-c2ccc(OC)cc2)c(=O)cc1Sc1ccc(C)cc1 was read as Hck Nef HTS 26, Rad51 HR inh -7, TNF death inh -1.9, Cl transport mod 0.055, KLK5 inh -7, thrombin 1536 -11, FXIa inh -6, FXIIa inh 1536 4 and L929 necroptosis 0.9.

Three compounds from above, ordered by number of heavy atoms, ascending:
`Cc1ccc(C)c(N=Nc2ccc(O)c3ncccc23)c1` gave Hck Nef HTS 25, Rad51 HR inh 5, TNF death inh -13, Cl transport mod 13*, KLK5 inh -10, thrombin 1536 -1, FXIa inh -1, FXIIa inh 1536 5 and L929 necroptosis 49.
`CC(=O)NCCc1nc2ccccc2n1CCOc1cccc(C)c1` gave Hck Nef HTS 27, Rad51 HR inh 7, TNF death inh 2.9, Cl transport mod 0.39, KLK5 inh 1, thrombin 1536 -3, FXIa inh -1, FXIIa inh 1536 3 and L929 necroptosis 0.6.
For CC(C)Cn1c(CN2CCN(C(=O)c3ccco3)CC2)nc2c1c(=O)n(C)c(=O)n2C the results were Hck Nef HTS 12, Rad51 HR inh 3, TNF death inh 1.1, Cl transport mod 0.39, KLK5 inh -6, FXIa inh -2, FXIIa inh 1536 3 and L929 necroptosis 1.3.

New compounds follow:
For C/C=C(\C)CN1CCN(c2ccccc2)CC1 the results were Hck Nef HTS -20, Rad51 HR inh 3, TNF death inh 0.7, Cl transport mod -0.49, KLK5 inh -5, thrombin 1536 -7, FXIa inh -4, FXIIa inh 1536 1 and L929 necroptosis 0.2.
COc1ccc(C(=O)Nc2ccccc2C(=O)NCCCn2ccnc2)cc1 was read as Hck Nef HTS 2, Rad51 HR inh -4, TNF death inh -2.5, Cl transport mod -1, KLK5 inh -25, thrombin 1536 -3, FXIa inh -12, FXIIa inh 1536 0 and L929 necroptosis 11.
`Cc1cc(C)c2nc(SC3CCOC3=O)cc(C)c2c1` (stereo not drawn) gave Hck Nef HTS 18, Rad51 HR inh -10, TNF death inh -1.4, Cl transport mod 11*, KLK5 inh 7, thrombin 1536 -1, FXIa inh 3, FXIIa inh 1536 8 and L929 necroptosis -0.6.
`Cc1cc(C)nc(NS(=O)(=O)c2ccc(NC(=O)C3CC(=O)N(c4ccccc4)C3)cc2)n1` (stereo not drawn) gave Hck Nef HTS 0, Rad51 HR inh -6, TNF death inh -1.0, Cl transport mod 0.093, KLK5 inh 60*, thrombin 1536 34, FXIa inh 12, FXIIa inh 1536 31 and L929 necroptosis 0.2.
CC(C)N1CCN(Cc2nc3ccccc3s2)CC1CCO (stereo not drawn) was read as Hck Nef HTS 22, Rad51 HR inh -2, TNF death inh -0.3, Cl transport mod -0.63, KLK5 inh 1, thrombin 1536 -8, FXIa inh -3, FXIIa inh 1536 7 and L929 necroptosis 0.1.
`c1ccc2c(CNn3cnnc3)cccc2c1` gave Hck Nef HTS -4, Rad51 HR inh -4, TNF death inh -1.2, Cl transport mod -0.58, KLK5 inh -5, thrombin 1536 -6, FXIa inh -1, FXIIa inh 1536 7 and L929 necroptosis 0.0.
`COCCNS(=O)(=O)c1ccc(-c2ccc(S(=O)(=O)NCCOC)cc2)cc1` gave Hck Nef HTS 0, TNF death inh 0.6, Cl transport mod -0.017, KLK5 inh 23, thrombin 1536 2, FXIa inh 0, FXIIa inh 1536 3 and L929 necroptosis 0.5.
For Cc1ccc(-n2[nH]c3c4c(ccc3c2=O)C(=O)c2ccccc2C4=O)cc1 the results were Hck Nef HTS 4, Rad51 HR inh -1, TNF death inh -0.1, Cl transport mod 0.17, KLK5 inh -1, thrombin 1536 -2, FXIa inh 7, FXIIa inh 1536 15 and L929 necroptosis 1.7.
For O=C1OCCC1Sc1ncnc2sc3c(c12)CCC3 (stereo not drawn) the results were Hck Nef HTS -1, Rad51 HR inh -5, TNF death inh -1.4, Cl transport mod 3.3*, KLK5 inh 1, thrombin 1536 -1, FXIa inh -4, FXIIa inh 1536 -1 and L929 necroptosis 0.0.
`COc1cccc(CNn2cnnc2)c1OCc1ccccc1F` gave Hck Nef HTS 0, Rad51 HR inh 2, TNF death inh 0.1, Cl transport mod -0.32, KLK5 inh 5, thrombin 1536 -2, FXIa inh 0, FXIIa inh 1536 12 and L929 necroptosis -0.2.
Cc1nc(C(=O)NCc2ccccc2)sc1C1(C)CC(c2cccc([N+](=O)[O-])c2)=NO1 (stereo not drawn) was read as Hck Nef HTS 17, Rad51 HR inh 0, TNF death inh 2.6, Cl transport mod -0.84, KLK5 inh -1, thrombin 1536 -4, FXIa inh -1, FXIIa inh 1536 1 and L929 necroptosis -0.6.
For COC(=O)CC1=NN(c2nc3ccccc3s2)C(=O)/C1=C/N(C)C the results were Hck Nef HTS -16, Rad51 HR inh -38, TNF death inh -2.9, Cl transport mod 0.37, KLK5 inh 26, thrombin 1536 36, FXIa inh 28, FXIIa inh 1536 18 and L929 necroptosis 0.0.
CN(C)S(=O)(=O)c1ccc(C(=O)Oc2ccccc2)cc1 was read as Hck Nef HTS 7, Rad51 HR inh -9, TNF death inh -1.3, Cl transport mod -1, KLK5 inh -9, thrombin 1536 0, FXIa inh 0, FXIIa inh 1536 16 and L929 necroptosis -0.5.
`Cc1ccc(Cn2ccnc2C(=O)Nc2ccccc2)cc1` gave Hck Nef HTS -1, Rad51 HR inh -3, TNF death inh 4.1, Cl transport mod -0.05, KLK5 inh -2, thrombin 1536 -7, FXIa inh 0, FXIIa inh 1536 9 and L929 necroptosis 1.4.
CC(=O)Nc1ccc(N2C(=O)CC(c3ccccc3)CC2=O)cc1 was read as Hck Nef HTS -2, Rad51 HR inh -7, TNF death inh -1.1, Cl transport mod -0.015, KLK5 inh 15, thrombin 1536 0, FXIa inh 26, FXIIa inh 1536 5 and L929 necroptosis -0.1.
CCOC(=O)Cc1c(C)nc2c(-c3cccc(Br)c3)cnn2c1C was read as Hck Nef HTS 5, Rad51 HR inh 5, TNF death inh 1.8, Cl transport mod 0.61, KLK5 inh -9, thrombin 1536 -3, FXIa inh 5, FXIIa inh 1536 5 and L929 necroptosis 0.6.

Not all compounds are listed. The share of hits here may be higher or lower than overall.
